Screening data deposited in PubChem BioAssay by National Center for Advancing Translational Sciences (NCATS).
Abeta yeast res: qHTS for compounds that reverse cellular toxicity of Amyloid beta (A-beta) peptide in yeast: Primary Screen. yeast expressing A-beta42, growth rescue, OD600, 48 h; response scale: 0% DMSO, 100% iron-clioquinol control. Potency, µM (series often up to 46.1 µM), without a hit: at the top dose growth rescue, most hits filed as activators. hit rate 0.063% among 410,000. AID 1347071, 2019; note: potency is the fitted concentration of half-maximal effect; nearly all actives have a fitted effect of over 55% in size
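Yeast growth medium received pinned compounds, then yeast cells expressing toxic A-beta were added; plates incubated at 30 C for 48 hr. Growth read as absorbance at 600 nm, normalized to DMSO and equimolar FeCl3 plus clioquinol controls.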
DRD3 antagonist: qHTS of D3 Dopamine Receptor Antagonist: qHTS; max response, negative = inhibition, %; D(3) dopamine receptor (Homo sapiens), P35462; hit rate 2.5% among 360,000; D3R cells, DiscoveRx beta-arrestin luminescence, antagonist mode; hits give low values; in the data active = max response below about -50%; inconclusive = no clear call, values can overlap the other calls; note: % is set by controls: 0 for no effect and ±100 for the full control effect; mostly tested at two doses, the higher about 12 µM
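Cells plated overnight at 1500 cells/well, then exposed to library compounds with dopamine controls for 90 minutes at 37 degrees C. DiscoveRx reagent added for 30–60 minutes at room temperature; luminescence read, quantitative HTS format.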
FUS yeast rescue: qHTS for Suppressors of FUS Proteinopathy: Primary screen using FUS-linked yeast assay | S. cerevisiae FUS-expressing, growth rescue, OD600, 24 h | Potency, µM (titrated, usually from 76.6 µM), for inactives: at the highest dose growth rescue (activation), usual class: activators | hit rate 0.24% among 390,000 | AID 1347120, 2019;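 note: potency is the fitted concentration of half-maximal effect; plate controls were DMSO vehicle for no effect and reference control for full effect; nearly all actives have a fitted effect of over 55% in size; some results filed as inactive show a strong effect at the top dose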
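Yeast expressing FUS under galactose induction, OD 0.005 in 2% galactose medium; compounds in a dilution series, 24 h at 30C. Growth rescue by absorbance at 600 nm; CP55940 positive control, DMSO negative.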
aSyn yeast inh: qHTS of alpha-syn Inhibitors | hit rate 0.14% among 370,000 | AID 652106, 2013 | Potency, µM (titrated, usually from 46.1 µM), inactives show top-dose growth rescue (activation), usual class: activators | Yeast expressing alpha-synuclein, growth rescue, BacTiter-Glo, 24 h; note: potency is the fitted concentration of half-maximal effect; % of control where 0% means no effect; nearly all actives have a fitted effect of over 65% in size
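Readout is rescue of growth in alpha-synuclein-expressing yeast, so inhibitors of toxicity appear as activators. Growth after 24 hr at 30 deg C in galactose medium is quantified by luminescence.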
TDP-43 yeast inh: qHTS of TDP-43 Inhibitors; TDP-43 expressing yeast growth rescue, BacTiter-Glo, 24 h; Potency, µM (highest dose often 46.1 µM), for inactives: at the top dose growth rescue (activation), usual class: activators; hit rate 1.8% among 410,000; note: potency is the fitted concentration of half-maximal effect; % of control where 0% means no effect; nearly all actives have a fitted effect of over 50% in size
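Cell-based yeast growth screen: TDP-43 expression induced in galactose, inoculum OD600=0.02 after raffinose pregrowth to mid-log. Read-out BacTiter-Glo luminescence at 24 hr, 30 deg C; inhibition of toxicity seen as signal increase.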
EPAC2 agonist: qHTS for Agonist of cAMP-regulated guanine nucleotide exchange factor 4 (EPAC2): primary screen. EPAC2 activation, biochemical qHTS; response scale: 100% = 6.5 mM cAMP response. Potency, µM (top dose mostly 154 µM), for the others: top-dose activation, actives largely listed as activators. hit rate 0.079% among 360,000. AID 720711, 2013; note: potency is the fitted concentration of half-maximal effect; nearly all actives have a fitted effect of over 50% in size
Target sequence (Q8WZA2 whole entry, looked up): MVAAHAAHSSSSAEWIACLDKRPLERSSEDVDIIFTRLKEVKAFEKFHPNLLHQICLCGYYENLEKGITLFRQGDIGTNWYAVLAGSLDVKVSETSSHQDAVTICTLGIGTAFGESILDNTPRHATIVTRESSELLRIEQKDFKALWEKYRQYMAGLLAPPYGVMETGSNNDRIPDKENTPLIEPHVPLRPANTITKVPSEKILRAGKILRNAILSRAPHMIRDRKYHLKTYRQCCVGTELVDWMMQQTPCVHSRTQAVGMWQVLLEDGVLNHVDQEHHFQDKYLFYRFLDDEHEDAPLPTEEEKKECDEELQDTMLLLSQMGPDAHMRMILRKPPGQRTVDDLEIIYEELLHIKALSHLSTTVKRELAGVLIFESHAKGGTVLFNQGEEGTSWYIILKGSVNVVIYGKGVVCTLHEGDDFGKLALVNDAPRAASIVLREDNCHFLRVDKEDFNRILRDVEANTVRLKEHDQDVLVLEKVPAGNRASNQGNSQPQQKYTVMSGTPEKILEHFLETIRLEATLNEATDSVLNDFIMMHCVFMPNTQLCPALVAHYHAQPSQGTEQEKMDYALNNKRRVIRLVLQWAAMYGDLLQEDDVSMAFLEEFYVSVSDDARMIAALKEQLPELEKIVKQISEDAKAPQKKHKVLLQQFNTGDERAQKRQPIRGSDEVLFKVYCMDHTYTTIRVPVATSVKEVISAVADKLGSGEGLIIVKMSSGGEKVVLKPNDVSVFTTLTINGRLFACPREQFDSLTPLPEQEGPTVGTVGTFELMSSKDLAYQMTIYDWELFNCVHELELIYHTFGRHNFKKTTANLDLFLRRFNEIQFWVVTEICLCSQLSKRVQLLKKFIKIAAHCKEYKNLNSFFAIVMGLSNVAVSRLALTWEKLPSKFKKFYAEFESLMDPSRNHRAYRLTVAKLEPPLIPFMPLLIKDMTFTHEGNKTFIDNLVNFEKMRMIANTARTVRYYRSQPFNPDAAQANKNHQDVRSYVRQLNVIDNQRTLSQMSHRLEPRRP
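Setup: EPAC2 100 nM, labeled Rap1B complex 250 nM, free GDP 50 uM. Compound titrations pinned in, brief spin, 5 min room temperature incubation. Kinetic fluorescence read over 30 min, normalized to 6.5 mM cAMP.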
EPAC2 antag: qHTS for Antagonist of cAMP-regulated guanine nucleotide exchange factor 2 (EPAC2): primary screen | Rap guanine nucleotide exchange factor 4 (Homo sapiens), Q8WZA2 | EPAC2 GEF exchange of Rap1B-BODIPY-GDP, fluorescence | Potency, µM (highest dose often 114 µM), for the others: at the highest dose activity, negative = inhibition, actives largely listed as inhibitors | hit rate 0.18% among 360,000; note: potency is the fitted concentration of half-maximal effect; % is set by controls: 0 for no effect and ±100 for the full control effect; nearly all actives have a fitted effect of over 45% in size; many of its hits are not listed in these tables
DRD3 agonist: qHTS of D3 Dopamine Receptor Agonist: qHTS; D3R DiscoveRx beta-arrestin cells, luminescence, 90 min; max activation, %; hit rate 0.58% among 410,000; AID 652048, 2013; in the data active = max activation above about 30%; note: 0% is about no effect; mostly tested at two doses, the higher about 12 µM
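Agonist-mode cell screen: cells plated at 1500/well and incubated overnight at 37 °C, then exposed to library compounds for 90 min at 37 °C. Detection reagent was added for 30–60 min at room temperature, and luminescence was read.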
The depositor's hits bear a star; u = inconclusive; x = no result given; [ ] = another dose, or the depositor's remark. Unless noted, calls come from the whole dose curve; as a rule, active = well fitted curve in the direction sought with a large enough effect; inconclusive = small, poorly fitted or top-dose-only effect, or another doubt; inactive = no such curve, though single readings can be large; an effect the other way counts as inactive or inconclusive. Only part of the results is shown. The share of hits here may be higher or lower than overall.

SMILES	Abeta yeast res	DRD3 antagonist	FUS yeast rescue	aSyn yeast inh	TDP-43 yeast inh	EPAC2 agonist	EPAC2 antag	DRD3 agonist
C=CCOc1cccc(C(=O)N2CCCC(CCC(=O)NCc3ccccc3F)C2)c1 (stereo unspecified)	11%	-8	3%	-6%	0%	1%	-1%	8
CCOc1ccc(CNC(=O)c2cc(-c3ccc(Cl)s3)nc3ccccc23)cc1	-11%	x	-13%	x	23%	x	x	-4
COc1ccc(C(=O)Nc2c3c(nn2-c2ccc([N+](=O)[O-])cc2)CS(=O)(=O)C3)cc1	1%	-19	-11%	-7%	-7%	15%	-9%	-4
CCCNS(=O)(=O)c1ccc2c(c1)n(C)c(=O)n2C	-13%	1	21%	2%	0%	15%	4%	2
CC(C)(C)C(c1nc2ccccc2[nH]1)n1c(-c2ccco2)nc2ccccc21 (stereo unspecified)	-10%	2	21%	2%	15%	3%	6%	-4
COc1ccc(Cc2nnc(NC(C)=O)s2)cc1	-4%	7	5%	-2%	-22%	-1%	15%	-9
Cc1ccc(NC(=O)CSc2ncccn2)cc1S(=O)(=O)N1CCOCC1	2%	u	x	-8%	16%	-6%	4%	-5
COc1ccccc1NS(=O)(=O)c1ccc2oc(N)nc2c1	-9%	1	-15%	-4%	-18%	6%	-12%	-4
Cc1ccc(C)c(OCC(=O)Nc2ccncc2)c1	-16%	-12	-9%	-12%	-17%	6%	-4%	11
O=C(/C=C/c1cccc(F)c1)N1CCN(c2ccccn2)CC1	-4%	-10	-5%	12%	-25%	-12%	-1%	-7

Of the compounds above, these have fluorine:
SMILES	Abeta yeast res	DRD3 antagonist	FUS yeast rescue	aSyn yeast inh	TDP-43 yeast inh	EPAC2 agonist	EPAC2 antag	DRD3 agonist
C=CCOc1cccc(C(=O)N2CCCC(CCC(=O)NCc3ccccc3F)C2)c1 (stereo unspecified)	11%	-8	3%	-6%	0%	1%	-1%	8
O=C(/C=C/c1cccc(F)c1)N1CCN(c2ccccn2)CC1	-4%	-10	-5%	12%	-25%	-12%	-1%	-7

Remaining list, next part
SMILES	Abeta yeast res	DRD3 antagonist	FUS yeast rescue	aSyn yeast inh	TDP-43 yeast inh	EPAC2 agonist	EPAC2 antag	DRD3 agonist
Cc1ccc(NC(=O)Cn2c(=O)cnc3ccccc32)cc1S(=O)(=O)N1CCOCC1	-9%	15	7%	3%	-2%	-3%	0%	1
Cc1cccc(-c2c3c(nc4c2c(=O)n(C)c(=O)n4C)-c2ccccc2C3O)c1 (stereo unspecified)	15%	14	17%	3%	10%	-4%	1%	5
O=C(Cc1n[nH]c(=O)[nH]c1=O)N/N=C/c1ccccc1	-11%	-9	-12%	0%	2%	6%	4%	1
O=C(CCn1nnc2ccccc21)N/N=C\Cc1ccccc1	-7%	-13	u	1%	0%	-6%	13%	-3
CCOC(=O)c1c(C)[nH]c(C)c1S(=O)(=O)N(C)CC(=O)Nc1ccc(C)c(N(C)C)c1	-11%	x	6%	x	10%	x	x	8
O=C(Cn1c(=O)c2cccn2c2ccccc21)Nc1ccc(F)cc1F	4%	-8	23%	8%	-3%	-7%	3%	0
O=C1c2cc(O)c(O)cc2OC(c2ccc(O)c(O)c2)C1O (stereo unspecified)	4%	8	x	-7%	17%	11%	12%	0
Cc1cc(C)c(S(=O)(=O)Nc2ccccc2)c(C)c1	-12%	4	x	17%	10%	7%	-9%	-4
O=C(COc1ccc(F)cc1Cl)N1CCN(C(=O)c2cccs2)CC1	-11%	-27	x	-3%	-4%	4%	20%	-17
NC(=O)C1CCN(S(=O)(=O)c2ccccc2[N+](=O)[O-])CC1	-8%	-1	-16%	-4%	-5%	2%	3%	6
CC1CCCC(NC(=O)COC(=O)COc2ccc(Cl)cc2)C1C (stereo unspecified)	13%	23	17%	-1%	-28%	-4%	8%	1
N#CC1(c2ccccc2)CCN(S(=O)(=O)c2ccc(OC(F)(F)F)cc2)CC1	14%	-4	5%	3%	-1%	6%	-2%	-16
O=C(N/N=C/c1c(O)ccc2ccccc12)c1ccc(Br)o1	0%	-14	7%	5%	-7%	9%	13%	0
O=C(Nc1cccc(F)c1F)C1CCN(c2ncccn2)CC1	-6%	x	-11%	x	u	x	x	0
Cc1cc(N2CCN(C(=O)c3ccoc3)CC2)n2nc(-c3ccccc3)cc2n1	1%	13	17%	0%	-7%	26%	-11%	-7
COc1ccccc1Cn1c(-c2ccco2)nc2nc3ccccc3nc21	25%	-6	2%	-8%	4%	7%	0%	-2
Cc1ccc(OCCNC(=O)CNC(=O)c2ccc(C)c(C)c2)cc1	-22%	14	15%	8%	u	-5%	-7%	-3
CC(C)c1ccc(S(=O)(=O)N2CCN(C(=O)c3cccc(S(=O)(=O)N4CCOCC4)c3)CC2)cc1	7%	0	u	4%	8%	-1%	1%	-1
COc1cccc(C(=O)NNC(=O)CCC(=O)O)c1	8%	16	-17%	2%	-7%	2%	1%	0
COc1ccc(CN2CCC(=O)N([C@H](CO)Cc3ccccc3)CC2)cc1	2%	-28	-24%	1%	2%	9%	-1%	-23
Cc1ccc(SCn2nnc3ccccc3c2=O)c(C)c1	-2%	18	7%	4%	17%	11%	-11%	3
COc1ccc(Br)cc1CNCc1c(C(=O)O)c(C)n(Cc2ccccc2C)c1C	-13%	x	2%	x	-4%	x	x	-9
CCOC(=O)c1c(C)[nH]c(C(=O)OCc2ccccc2)c1C	-2%	17	x	0%	27%	-10%	-3%	8
CN(C)CCNc1ccc(-c2n[nH]c(=O)c3ccccc23)cc1[N+](=O)[O-]	0%	-22	29%	-1%	-12%	7%	0%	-2
CC(C)c1nnc(NC(=O)CCCCCN2C(=O)C3C4C=CC(C4)C3C2=O)s1 (stereo unspecified)	0%	13	-6%	16%	6%	6%	0%	-5
COc1cc(Cl)c(C)cc1Nc1nc2ccccc2n2cnnc12	-19%	x	18%	x	1%	x	x	-5
CC(C)C[C@H]1CN(CCCC[C@@H]2CNC(=O)C(=O)N2CCc2ccccc2)C(=O)C(=O)N1Cc1ccccc1	-9%	-18	18%	-8%	10%	4%	-2%	-3
COCCNC(=O)C1(C(F)(F)F)CC(CCCO)CCCO1 (stereo unspecified)	12%	-21	-12%	-1%	21%	5%	6%	5
CCN(CC)CCNC(=O)C(=O)NCC1OCCN1S(=O)(=O)c1ccc(Cl)cc1 (stereo unspecified)	-5%	-4	x	0%	17%	0%	0%	-11
NC(=O)C1CCN(CC(O)CSc2ccc(F)cc2)CC1 (stereo unspecified)	-8%	7	4%	1%	-1%	9%	-5%	-1
Cc1csc2c(=O)sc(NC(=O)c3cccs3)nc12	-10%	1	2%	-9%	13%	u	-24%	-5
O=C(CSc1nncn1-c1ccccc1)Nc1ccc(F)cc1F	-3%	0	6%	-2%	16%	6%	0%	2
O=C(O)CC1(CC(=O)Nc2ccc(Br)cc2)CCCCC1	1%	13	2%	-41%[inhibitor]	11µM*	0%	4%	-1
COc1cc(OC)cc(C(=O)NCC2CCCN(Cc3cccc(C(C)=O)c3)C2)c1 (stereo unspecified)	5%	-18	-15%	2%	7%	4%	2%	-22
O=CNc1cc(-c2cccc(F)c2)cn2c(-c3ccc(F)c(Cl)c3)cnc12	-2%	-7	7%	-6%	16µM*	1%	-10%	0
COc1cccc(/C=C(\C(=O)O)c2ccccc2)c1	6%	1	9%	9%	u	7%	4%	16
O=C(CN1CCc2ccccc2C1)Nc1ccc(F)cc1	6%	-10	-30%	2%	14%	0%	6%	-17
Oc1ccc(N2CCN(C(c3ccccn3)c3nnnn3C3CCCC3)CC2)cc1 (stereo unspecified)	-9%	-5	13%	-1%	-25%	10%	3%	7
COc1cccc(C2C(C(=O)c3cc4cccc(OC)c4o3)=C(O)C(=O)N2c2cc(C)on2)c1OC (stereo unspecified)	-37%[inhibitor]	-14	u	0%	3%	0%	-6%	-14
CSc1nc(-c2ccco2)nn1C(=O)c1cccs1	-5%	18	-5%	-3%	0%	4%	7%	0
CCOc1ccc(CCNS(=O)(=O)c2ccc3c(c2)NC(=O)CO3)cc1OCC	7%	-2	4%	-1%	-10%	-1%	5%	3
Cc1nc2nc(SCc3c(F)cccc3Cl)nn2c(C)c1Cc1ccccc1	-15%	x	29%	x	29%	x	x	-12
CCN(CC)CCNc1ncnc2c1sc1nc(N3CCOCC3)c3c(c12)CCCC3	-17%	5	-3%	1%	-17%	-11%	3%	-6
COC1CCCN(C(=O)c2ccc3nc(Cc4cccc(Cl)c4)oc3c2)C1 (stereo unspecified)	8%	-5	19%	1%	u	-4%	-1%	-2
CCOc1ccc(-n2cnc3c(=O)[nH]c(N)nc32)cc1	5%	3	-23%	1%	16%	9%	8%	2
Cc1ccc(-c2nc(CN3CCN(c4cnccn4)CC3)c(C)o2)o1	-7%	-4	-11%	6%	-18%	8%	10%	-6
Cc1ccc(NC(=O)CCc2ccc(C)o2)c(C)c1	-9%	4	-4%	0%	10%	6%	8%	-1
COc1ccc(-c2cc(C(F)(F)F)nc(-n3ccnc3)n2)cc1	1%	0	-5%	7%	11%	-14%	3%	2
Cc1nc(N2CCN(C)CC2)c2sc(=S)n(-c3ccccc3)c2n1	12%	-14	-4%	11%	-3%	2%	-7%	-6
Cc1c(O)ccc(C(=O)CN2CCN(c3ccccc3)CC2)c1O	-11%	-16	-1%	-19%	-7%	5%	27%	-4
Following part
SMILES	Abeta yeast res	DRD3 antagonist	FUS yeast rescue	aSyn yeast inh	TDP-43 yeast inh	EPAC2 agonist	EPAC2 antag	DRD3 agonist
FCCCOc1ccc(/C=N/OCc2ccc(Cl)cc2Cl)cc1	u	15	15%	0%	2%	-4%	-1%	3
COc1ccccc1-n1c(=O)oc2ccc(Cl)cc2c1=O	-92%[inhibitor]	12	-16%	-31%[inhibitor]	-28%	1%	-4%	7
COC(=O)[C@@]12CCCN1[C@H](c1ccc(SC3CCCCC3)cc1)[C@H]1C(=O)N(C)C(=O)[C@H]12	3%	-4	34%	13%	13%	13%	-3%	1
CC1=CCC2C(=O)N(c3ccc(C)c(Br)c3)C(=O)C2C1 (stereo unspecified)	4%	8	-7%	4%	7%	-1%	-3%	1
